# Source: PubChem BioAssay (The Scripps Research Institute Molecular Screening Center)
# phage Ecoli inh: E. coli growth loss with phage present; growth absorbance; inhibition, % at 11.9 µM; 0.26% of 360,000 active; AID 651602; in the data active = inhibition above about 11%
# An asterisk follows results filed as active. Not all compounds are listed (hit frequency here may not be typical).
SMILES,phage Ecoli inh
COCc1cc(N2CCN(C(=O)OC(C)(C)C)C[C@@H]2C)ccc1N1CCS(=O)(=O)CC1,2.8
COc1cc(CN2CCC(C(=O)NC(c3ccc(F)cc3)c3ncccc3C)CC2)cc(OC)c1 (centres undefined),1.7
CCCNC(=O)c1cc(C2CCCCN2C(=O)OCC(C)C)on1 (centres undefined),1.6
CCN1C(=O)N2C[C@H]3CON(C)[C@H]3C[C@H]2c2ccccc21,0.9
O=C1Nc2ccccc2C(=O)N2c3ccccc3NC(=O)C12 (centres undefined),4.5
CN(Cc1ccccc1)Cc1cc(=O)oc2ccccc12,-0.1
CCc1nc2ccc(C(=O)N3CCN(C)CC3)cn2c1N(CCC(C)C)CCN(C)C,2.9
Cn1ccc2c(N3CCCC3)cc3c(c21)C1CCC3O1 (centres undefined),-0.6
CC1(Br)C(Sc2ccccc2[N+](=O)[O-])=Nc2ccccc21 (centres undefined),2.2
CCc1nc2ccc(C(=O)NCC3CCCCC3)cn2c1N(C)Cc1nccs1,0.2
Cc1cc2nc(-c3nnnn3Cc3ccccc3)c(=O)[nH]c2cc1C,2.0
COc1cccc(-c2cnc(C(O)c3cccc(C)c3C)[nH]2)c1 (centres undefined),2.4
CC(=O)C1=C(C)NC(=S)NC1c1ccccc1 (centres undefined),4.4
OCc1ccccc1-c1ccc2nccn2c1,1.7
COc1ccc(-c2c(C(=O)c3ccccc3)[nH]c(N)c2C(=O)NCCc2c[nH]c3ccccc23)cc1,-1.1
CC(=O)Nc1cccc(-c2csc(C(O)c3cccc(Cl)c3)n2)c1 (centres undefined),3.8
CCNC(=O)C1CCCN(C(=O)c2cccc(Cl)c2)CC1 (centres undefined),3.5
C#CCNC(=O)C[C@@H]1C[C@@]2(C(=O)OC)CC(C)(C)CC=C2N(Cc2ccccc2)C1=O,2.4
COc1ccc(N2CCN(c3cc(C(=O)Nc4cc(OC)c(OC)c(OC)c4)ncn3)CC2)cc1OC,0.9
O=C1c2ccccc2C(c2nnnn2-c2ccc3c(c2)OCCO3)N1CCc1ccc(O)cc1 (centres undefined),-10
O=S1(=O)CC(N2CCSCC2)CN1Cc1cn(Cc2ccc(F)cc2)nn1 (centres undefined),2.8
CC1(C(=O)NS(=O)(=O)c2cccc(Cl)c2)CCN1C(=O)CCc1ccccc1 (centres undefined),3.1
CC(=O)Nc1cccc(-c2ccnc3c2CC(C(=O)Nc2ccc(F)c(Cl)c2)O3)c1 (centres undefined),4.5
CC(=O)Nc1ccc(NC(=O)C2(C)Cc3c(-c4cccc(C(N)=O)c4)ccnc3O2)cc1 (centres undefined),2.9
Cc1nc2ccc(C(=O)N3CCC(O)(Cc4ccccc4)CC3)cn2c1N(C)C(=O)CCc1ccccc1,0.1
# Further results
SMILES,phage Ecoli inh
O=C(Nc1c(-c2ccccc2)[nH][nH]c1=O)c1ccc2ccccc2c1,-0.3
Cc1ccc(S(=O)(=O)N2C[C@H]3[C@H]4C(=O)N(Cc5ccccc5)C(=O)[C@H]4CC(=O)[C@H]3[C@@H]2c2ccccc2)cc1,3.7
COC(=O)[C@@]12C[C@@H](CC(=O)N3CCOCC3)C(=O)N(Cc3ccccc3)C1=CCC(C)(C)C2,-0.8
O=C(NC1CCCC1)C1c2ccccc2OCC(=O)N1Cc1ccc2c(c1)OCO2 (centres undefined),1.2
COC(=O)C1=C(C)N(Cc2ccccc2C(F)(F)F)C(=NCc2ccccc2C(F)(F)F)NC1c1ccc(F)cc1 (centres undefined),6.6
CC1(C(=O)NCc2ccccc2)CCC(=O)N1CC(F)(F)F (centres undefined),1.8
CC(=O)NC(c1cccc(F)c1)c1nc(-c2ccc3ccccc3c2)cs1 (centres undefined),1.6
CCCCN(C)c1c(C)nc2ccc(C(=O)NCc3cccs3)cn12,1.6
COCCNC(=O)c1sc(=O)n(Cc2ccc(SC)cc2)c1C,0.9
Cc1ccc(C=C(C#N)C(=O)c2ccccc2)cc1,1.4
O=C1[C@@H](c2ccccc2)[C@@H](c2ccccc2)N1c1ccccc1,1.6
Cn1nc(C(C)(C)C)cc1C(=O)N1CCCCC1c1cc(C(=O)Nc2ccccc2Cl)no1 (centres undefined),-1.6
NC(=O)c1c(N)[nH]c(C(=O)c2ccccc2)c1-c1ccncc1,-0.2
CCOC(=O)C1(C)CCCCCN1C(=O)c1ccc(Cl)nc1 (centres undefined),0.6
NC(COCc1ccccc1)c1csc(Nc2ccc(C(=O)NCCO)cc2)n1 (centres undefined),-0.5
COc1ccc(Sc2ccc(NC(=O)c3cccc(Cl)c3)cc2C#N)cc1,1.6
CC1=C(C(=O)N2CCCCCC2)CC(CC(=O)NC2CCCC2)C(=O)N1Cc1ccc(C(C)(C)C)cc1 (centres undefined),3.5
COc1ccc(OC(=O)N(C)C[C@@H]2OCc3cn(nn3)CCCC(=O)N([C@H](C)CO)C[C@H]2C)cc1,3.0
O=S1(=O)N[C@@H](Cc2ccccc2)COc2cccc(N3CCC[C@@H]3CO)c21,0.1
CCCCNC(=O)c1nc(C2CCNCC2)oc1-c1ccccc1,1.7
CCCNC(=O)C1(C)CCN(C(=O)c2sccc2C)C1 (centres undefined),1.5
COc1ccccc1CCn1cnc(-c2ccccc2F)c1CC(C)C,-4.6
Cc1cn2c(=O)c3ncn(C4OC(CO)C(O)C4O)c3n(C)c2n1 (centres undefined),2.3
CC(C)N1CC(=O)N2CSCC2C1=O (centres undefined),2.1
COCc1cc(N2CCN(C(=O)OC(C)(C)C)C[C@@H]2C)ccc1N1CCN(Cc2ccccc2)[C@@H](C)C1,3.0

# 4 of the compounds above, with tabs:
Molecule	phage Ecoli inh
O=C(NC1CCCC1)C1c2ccccc2OCC(=O)N1Cc1ccc2c(c1)OCO2 (centres undefined)	1.2
CCCNC(=O)C1(C)CCN(C(=O)c2sccc2C)C1 (centres undefined)	1.5
Cc1ccc(S(=O)(=O)N2C[C@H]3[C@H]4C(=O)N(Cc5ccccc5)C(=O)[C@H]4CC(=O)[C@H]3[C@@H]2c2ccccc2)cc1	3.7
CCOC(=O)C1(C)CCCCCN1C(=O)c1ccc(Cl)nc1 (centres undefined)	0.6

# Later entries:
SMILES,phage Ecoli inh
CCOC(=O)C1(C)CCCN(C(=O)c2cccc(C(F)(F)F)c2)C1 (centres undefined),1.2
C=C(C)C(=O)Oc1ccc(N=Nc2ccc(C)cc2)ccc1=O,9.1
O=[N+]([O-])c1nccn1CCCCCCN1CCOCC1,4.0
CCCCNC(=O)C1(C)CCCCN1C(=O)c1ccc2c(c1)C(C)(C)CCC2(C)C (centres undefined),3.2
CSCCC(c1nc2ccccc2[nH]1)n1c(=O)c(-c2cccnc2)nc2ccccc21 (centres undefined),-1.3
Nc1[nH]c(C(=O)c2ccc(Br)cc2)c(-c2cccc3ccccc23)c1C(=O)NCCc1c[nH]c2ccccc12,1.0
Cc1c(C(=O)NCc2cccs2)sc(=O)n1Cc1ccc(S(=O)(=O)N(C)C)cc1,-0.8
O=C(N[C@@H]1CC[C@@H](CCn2cc(-c3ccccc3)nn2)O[C@@H]1CO)c1cnccn1,0.4
COc1ccc(C(C(=O)NC(C)(C)C)n2c(=O)c(-c3ccco3)nc3ccccc32)cc1 (centres undefined),-3.5
CCCc1nc2ccccc2n1C(CCSC)C(=O)NC(C)(C)C (centres undefined),1.4
Cc1cc(Br)cn2c(Cc3ccccc3)c(-c3ccc(Cl)cc3)nc12,-1.3
CCC(=O)N1CCC1(C)C(=O)Nc1ccc2c(c1)OCO2 (centres undefined),-0.4
CCC(c1nc2ccccc2[nH]1)n1c(=O)c(-c2cccs2)nc2ccccc21 (centres undefined),0.0
O=C(O)c1ccc2c(c1)C(=O)N([C@H](Cc1cccc3ccccc13)C(=O)O)C2=O,1.0
CCOC(=O)CC1(CCc2ccccc2)Oc2ccccc2N1S(=O)(=O)c1ccc(C)cc1 (centres undefined),-0.9
CCS(=O)(=O)NC(=O)C1(C)CCN1C(=O)C1(c2ccc(Cl)cc2)CC1 (centres undefined),1.0
O=C(C[C@@H]1CC[C@@H](NC(=O)Nc2cccc(F)c2)[C@@H](CO)O1)NCC1CCCCC1,1.3
CC(=O)Nc1cncc(-c2ccccc2C(C)=O)n1,1.8
COc1ccccc1NC(=O)N(C)C[C@H]1OCc2cn(nn2)CCCC(=O)N([C@H](C)CO)C[C@@H]1C,1.8
Cc1cc(C(=O)N2CCC2(C)C(=O)NS(=O)(=O)c2ccc(F)cc2F)nn1C (centres undefined),2.2
CCC(CC)CN1CCC(CN2C(=O)C(=O)NC[C@@H]2CC(C)C)CC1,1.9
CC(C)NC(=O)C1C(c2ccc(C(F)(F)F)cc2)=Nc2ccccc2N1C(=O)c1cccc(C(F)(F)F)c1 (centres undefined),5.9
CC(C)(C)c1ccc(C(O)c2ncc(-c3cccc(F)c3)[nH]2)cc1 (centres undefined),1.2
CC1(C(=O)NS(=O)(=O)c2ccc(Cl)cc2)CCN1C(=O)Cc1cc(F)ccc1F (centres undefined),3.6
NC(Cc1ccccc1)c1csc(Nc2nncc3ccccc23)n1 (centres undefined),-3.6
# The list continues:
SMILES,phage Ecoli inh
Fc1ccc(-c2nc3c(Cl)cc(C(F)(F)F)cn3c2Cc2cccc(F)c2)cc1,2.1
COc1ccccc1Cc1c(-c2ccc(F)cc2)nc2cc(C)c(Br)c(C)n12,2.9
FC(F)(F)c1cc(Cl)c2nc(-c3ccccc3)c(Cc3ccsc3)n2c1,1.8
COc1ccc(OC)c(NC(=O)COc2cc(O)c3c(c2)OC(C)(C)CC3=O)c1,1.1
CC(C)NC(=O)C1(C)CSCC(=O)N1Cc1ccco1 (centres undefined),-0.4
COC(=O)C1=C(C)N(Cc2ccc(Cl)cc2)C(=S)NC1c1ccc(F)cc1 (centres undefined),5.3
CC1(C(=O)NS(=O)(=O)c2ccc(F)cc2F)CCN1C(=O)Cc1ccc(-c2ccccc2)cc1 (centres undefined),-1.7
COc1cccc(CNC(=O)[C@H]2CCCN2C(=O)[C@H]2CCCN2C(=O)c2ccccc2C(F)(F)F)c1,1.8
O=C(NCC1CC1)C1Cc2c(-c3cccc(F)c3)ccnc2O1 (centres undefined),0.6
CCC(=O)N1CCC1(C)C(=O)Nc1ccccc1 (centres undefined),2.7
COc1ccc(CN2C(=O)CCC2(C)c2nnnn2-c2ccc3c(c2)OCCO3)cc1OC (centres undefined),2.4
CO[C@H]1CN(C)C(=O)c2ccc(NC(=O)c3ccc4c(c3)OCO4)cc2OC[C@H](C)N(CC2CC2)C[C@@H]1C,4.1
O=C1NC[C@@H](CCCCN2C[C@H](Cc3ccc(O)cc3)N(CCC3CCCCC3)C(=O)C2=O)N(CCc2ccc(O)cc2)C1=O,2.8
CC1(C(=O)Nc2ccc(F)c(Cl)c2)Cc2c(-c3ccc(C(N)=O)cc3)ccnc2O1 (centres undefined),3.3
OC(c1ccccc1)(c1ccccc1)C1CCN(CCCOc2ccc(-c3ccsc3)cc2)CC1,-2.7
Cc1ccc(Cn2cc(CN3CC(N4CCN(CCN(C)C)CC4)CS3(=O)=O)nn2)cc1 (centres undefined),-0.6
CC(C)(O)C#Cc1ccc(CNC[C@H]2O[C@@H](n3cnc4c(=O)[nH]c(N)nc43)[C@H](O)[C@@H]2O)s1,0.6
CC1(C(=O)Nc2ccc3c(c2)OCO3)CCN1Cc1cccc2c1OCO2 (centres undefined),0.5
COc1ccc(N2C(c3cc(OC)cc(OC)c3)=Cc3ccccc3C2CC(C)=O)cc1 (centres undefined),4.2
CC(C)C(N)c1csc(Nc2ccc(C(=O)NCCCO)cn2)n1 (centres undefined),0.9
CCCCNc1ccc2c(c1)OC[C@H](CC(C)C)NS2(=O)=O,-0.2
CC1(Oc2ccc(-n3ccnc3)cc2)CCN(Cc2cccn2-c2nccs2)C1 (centres undefined),0.5
Cc1cccc(C)c1C(O)c1ncc(-c2ccccc2Cl)[nH]1 (centres undefined),3.3
Cc1ccc2nc(-c3ccc(C#N)cc3)c(Cc3ccccc3)n2c1,5.0
COC(=O)[C@@]12C[C@@H](CC(=O)NCc3cccc4ccccc34)C(=O)N(Cc3cccc4ccccc34)C1=CCC(C)(C)C2,1.7

# Copied from the entries so far for reference:
SMILES,phage Ecoli inh
CC1(C(=O)Nc2ccc3c(c2)OCO3)CCN1Cc1cccc2c1OCO2 (centres undefined),0.5
COc1ccc(N2C(c3cc(OC)cc(OC)c3)=Cc3ccccc3C2CC(C)=O)cc1 (centres undefined),4.2
CC(C)C(N)c1csc(Nc2ccc(C(=O)NCCCO)cn2)n1 (centres undefined),0.9

# Next part.
SMILES,phage Ecoli inh
O=C(NCc1ccccc1)C1c2ccccc2OCC(=O)N1CCc1c[nH]c2ccccc12 (centres undefined),-5.8
CC1CCCCc2nc3c(c(=O)n21)CCCC3 (centres undefined),3.5
CCOC(=O)[C@]12CCCC=C1N(Cc1ccco1)C(=O)[C@H](CC(=O)NCCCCc1ccccc1)C2,-2.1
CCNC(=O)C1(C)CCCN1C(=O)c1ccc(C#N)cc1 (centres undefined),1.6
CCOC(=O)C(=O)N(C)c1c(CC)nc2c(OCc3ccc(OC)cc3)cccn12,3.0
Cc1cccnc1C(NC(=O)C1CCN(Cc2ccc3ccccc3n2)CC1)c1ccc(Cl)cc1 (centres undefined),-0.3
COC(=O)c1cccc(CC2(C)C(=O)Nc3ccc(OC(F)(F)F)cc32)c1 (centres undefined),1.6
O=C(c1ccco1)N1CCN(C2CN(C3CCCC3)S(=O)(=O)C2)CC1 (centres undefined),0.1
CCCCC(=O)N(C)c1c(CC)nc2c(OCCOc3ccc(F)cc3)cccn12,0.9
CCOC1=C2CN(S(=O)(=O)c3ccc(C)cc3)[C@H](c3ccc(CC)cc3)C[C@@H]2N(S(=O)(=O)c2ccc(C)cc2)[C@H](c2ccccc2)C1,2.3
COc1ccc(S(=O)(=O)Nc2cc(Sc3ncn[nH]3)c(O)c3ccccc23)cc1,8.8

# Four entries picked at random from the list so far, as already listed:
SMILES,phage Ecoli inh
CC1(Oc2ccc(-n3ccnc3)cc2)CCN(Cc2cccn2-c2nccs2)C1 (centres undefined),0.5
CCCNC(=O)c1cc(C2CCCCN2C(=O)OCC(C)C)on1 (centres undefined),1.6
CC1(C(=O)NS(=O)(=O)c2ccc(Cl)cc2)CCN1C(=O)Cc1cc(F)ccc1F (centres undefined),3.6
O=C(C[C@@H]1CC[C@@H](NC(=O)Nc2cccc(F)c2)[C@@H](CO)O1)NCC1CCCCC1,1.3
